MLL CXXC-DNA inh – qHTS Fluorescence Polarization Assay for Inhibitors of MLL CXXC domain - DNA interaction. AID 2662, 2010. MLL-CXXC / FITC-HOXA9 DNA fluorescence polarization. Histone-lysine N-methyltransferase 2A (Homo sapiens), Q03164. 290,000 compounds, 0.037% hits. Potency, µM (top dose mostly 115 µM), for inactives: top-dose activity change, negative = inhibition, usual class: inhibitors; active = well fitted inhibition curve with a large enough effect in the polarisation, with a control signal flat, not every such curve was filed as active; inconclusive = small, poorly fitted or top-dose-only effect, or effect the other way, or a change in a side signal; inactive = no such curve, though single readings can be large or run the other way; the % refers to the polarisation; also: potency is read from the fitted curve at half-maximal effect
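Purified MLL-CXXC (added from a 7 uM solution) was preincubated 5 min at ambient with pinned compounds in 50 mM Tris-HCl pH 7.5, 50 mM NaCl, 1 mM DTT, 0.05% BSA. Fluorescein-labeled HOX-A9 DNA (50 nM solution) followed, 30 min, then polarization read.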
a7 integrin act – qHTS for Activators of Integrin-Mediated Alleviation for Muscular Dystrophy; alpha7betagal myoblasts, beta-gal FDG fluorescence, 48 h; Potency, µM (top dose mostly 38.3 µM), for inactives: top-dose activation, most hits filed as activators; AID 624291, 2012; 350,000 compounds, 0.064% hits;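 also: potency is read from the fitted curve at half-maximal effect; 100% = response of the positive control SU9516; nearly all actives have a fitted effect of over 60% in size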
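alpha7betagal+/- myoblasts (passage 13, 250/well) treated 48 h at 37C with compounds at 1:260 dilution of DMSO stock. Lysed, then beta-galactosidase activity read as FDG fluorescence (ex 480/em 540) after 30 min, with pre-read for autofluorescence.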
TSG101-PTAP inh – qHTS Assay for Iinhibitors of HIV-1 Budding by Blocking the Interaction of PTAP/TSG101 | Fluorescence polarization, FITC-PTAP peptide / Tsg101 binding | 340,000 tested, under 10 active | Potency, µM (doses to about 115 µM), without a hit: at the top dose activity change, negative = inhibition, hits mostly inhibitors | AID 493005, 2010 | Tumor susceptibility gene 101 protein (Homo sapiens), Q99816; active = well fitted inhibition curve with a large enough effect in the main read-out, with a control signal flat, not every such curve was filed as active; inconclusive = small, poorly fitted or top-dose-only effect, or effect the other way, or a change in a side signal; inactive = no such curve, though single readings can be large or run the other way; also: potency is read from the fitted curve at half-maximal effect; % of control where 0% means no effect
Target sequence (Q99816 whole entry, looked up): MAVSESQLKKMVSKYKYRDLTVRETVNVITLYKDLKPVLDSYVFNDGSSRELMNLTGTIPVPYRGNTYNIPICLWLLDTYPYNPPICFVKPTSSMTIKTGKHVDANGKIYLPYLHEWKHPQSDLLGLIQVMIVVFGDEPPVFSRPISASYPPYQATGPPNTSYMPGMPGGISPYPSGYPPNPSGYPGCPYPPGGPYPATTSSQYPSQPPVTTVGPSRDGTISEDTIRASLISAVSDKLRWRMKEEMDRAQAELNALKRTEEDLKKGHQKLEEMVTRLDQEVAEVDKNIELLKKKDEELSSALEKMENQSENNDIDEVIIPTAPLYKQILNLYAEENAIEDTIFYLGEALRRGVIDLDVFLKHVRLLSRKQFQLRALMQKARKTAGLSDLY
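Fluorescence anisotropy tracks displacement of a FITC-tagged PTAP peptide (50 nM) from the Tsg101 binding domain (10 uM), following a 20 min room-temperature incubation at pH 7.5.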
AT treatment – qHTS Assay for Identifying a Potential Treatment of Ataxia-Telangiectasia; […] A-T fibroblasts, KAP-1 phosphorylation AlphaLISA; neocarzinostatin DNA damage 30 min before lysis; Potency, µM (highest dose often 57.5 µM), without a hit: at the highest dose activation, hits mostly activators; 320,000 compounds, 0.19% hits; also: potency is read from the fitted curve at half-maximal effect; % of control where 0% means no effect; nearly all actives have a fitted effect of over 45% in size
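hTERT-immortalized A-T patient fibroblasts ([…]), 500 cells/well in OPTI-MEM, 1% FBS, got compounds for 60 min, then NCS for 30 min at 37C. Lysates were then assayed for phospho-KAP-1 by AlphaLISA (anti-pKAP1 donor, anti-KAP1 acceptor beads), 6 hr at 25C.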
BRCA1 expr up – qHTS Assay to Identify Small Molecule Activators of BRCA1 Expression; MCF7-BRCA1-FFLuc reporter, luminescence, 48 h; response scale: scaled: vehicle 0%, 10 µM genistein 100%; Potency, µM (doses to about 46.1 µM), for the others: at the top dose activation, most hits filed as activators; 380,000 compounds, 1.1% hits; AID 624202, 2012; also: potency is read from the fitted curve at half-maximal effect; nearly all actives have a fitted effect of over 80% in size; some results filed as inactive show a strong effect at the top dose
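Activators of BRCA1 expression were detected as increased firefly luciferase luminescence in engineered MCF7 cells after 48 h compound incubation. Signals were scaled to genistein 10 microM as full activation.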
TCR activator – Activators of T cell receptors: qHTS campaign; Potency, µM (top dose mostly 9.22 µM), for inactives: top-dose activation of IL-2 secretion, hits mostly activators; primary human leukocytes, anti-CD3, IL-2 HTRF, 48 h; AID 504894, 2011; 330,000 tested, under 10 active; also: % of control where 0% means no effect
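1) Mix primary human leukocytes, a-CD3 beads and compound. 2) Incubate 48 hr. 3) Add HTRF IL-2 reagents (a-IL-2-K, a-IL-2-d2).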
TRPV1 agonist – HTS Assay for Compounds that Act as Agonists of the Vanilloid Receptor 1; Transient receptor potential cation channel subfamily V member 1 (Homo sapiens), Q8NER1; TRPV1-expressing cells, Fluo-8 calcium influx, agonist mode; AID 540275, 2011; activation, % at 8.33 µM; 320,000 compounds, 0.19% hits; in the data active = activation above about 80%; inconclusive = between about 30% and that limit; also: 0% is about no effect
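Cells expressing TRPV1 were dye-loaded with Fluo-8 and read kinetically: 10 s baseline, 3 min after compound (agonist portion), then 2 min after EC20 capsaicin (allosteric enhancer portion). Calcium-bound dye fluorescence at 480/520 nm.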
p53 reactivator – qHTS assay for re-activators of p53 using a Luc reporter | H1299 p53-A138V BP100-luciferase reporter, luminescence, 24 h | Potency, µM (highest dose often 92.2 µM), inactives show at the highest dose activity change, positive = activation, hits mostly activators | 320,000 compounds, 0.063% hits; also: potency is read from the fitted curve at half-maximal effect; % of control where 0% means no effect; nearly all actives have a fitted effect of over 45% in size
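H1299 (p53-null), stable ts p53-A138V + BP100-Luc; 1000 cells/well, Opti-MEM/10% FBS; cpd 4 pt, 1:5; 24 h, 37 deg C, 5% CO2; detection reagent 10 min RT; luminescence.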
B2AR arrestin – qHTS assay of beta-arrestin-biased ligands of beta2-adrenergic receptor; 330,000 compounds, 0.02% hits; beta-arrestin recruitment to beta2AR, cell-based reporter; Beta-2 adrenergic receptor (Homo sapiens), P07550; Potency, µM (top dose mostly 46.1 µM), for inactives: top-dose activation, hits mostly activators;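 also: potency is read from the fitted curve at half-maximal effect; 0% = DMSO controls and full agonism = EC100 isoproterenol or metaproterenol; nearly all actives have a fitted effect of over 65% in size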
Target sequence (P07550 whole entry, looked up): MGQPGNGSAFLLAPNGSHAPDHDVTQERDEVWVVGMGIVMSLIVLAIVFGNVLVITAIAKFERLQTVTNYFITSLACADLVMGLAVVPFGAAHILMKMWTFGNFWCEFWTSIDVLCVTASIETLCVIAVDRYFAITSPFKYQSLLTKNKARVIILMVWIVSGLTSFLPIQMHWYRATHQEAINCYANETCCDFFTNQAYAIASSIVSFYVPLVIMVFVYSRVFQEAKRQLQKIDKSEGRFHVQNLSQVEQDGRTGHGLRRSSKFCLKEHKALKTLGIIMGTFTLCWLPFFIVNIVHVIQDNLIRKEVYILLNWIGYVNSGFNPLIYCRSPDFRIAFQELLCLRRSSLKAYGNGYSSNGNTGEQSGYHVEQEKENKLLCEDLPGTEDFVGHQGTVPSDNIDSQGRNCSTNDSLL
ELG1 repair inh – qHTS screen for small molecules that inhibit ELG1-dependent DNA repair in human embryonic kidney (HEK293T) cells expressing luciferase-tagged ELG1. HEK293T ELG1-luciferase reporter, luminescence, 16 h; DNA damage induced by 5-fluorouridine. Potency, µM (top dose mostly 46.1 µM), for inactives: at the top dose activity change, negative = inhibition, hits mostly inhibitors. 330,000 compounds, 2.3% hits. AID 504467, 2011; also: potency is read from the fitted curve at half-maximal effect; % is scaled to controls: 0 for no effect and ±100 for the full control effect; nearly all actives have a fitted effect of over 55% in size
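Step one: seed 2,000 cells per well. Step two: pin-transfer compound or DMSO alongside 5-fluorouridine. Step three: incubate 16 hr, 37 °C, 5% CO2. Step four: add ONE-Glo, wait 30 min, read luminescence.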
Numbers without * were called inactive; ? = inconclusive; . = no result given; & = joins results of further samples; [ ] = remark or other dose. Unless noted, calls follow the shape of the dose curve; as a rule, active = well fitted curve in the direction sought with a large enough effect; inconclusive = small, poorly fitted or top-dose-only effect, or another doubt; inactive = no such curve, though single readings can be large; an effect the other way counts as inactive or inconclusive.

The line under a structure holds: a7 integrin act, ELG1 repair inh, p53 reactivator, BRCA1 expr up, TRPV1 agonist, B2AR arrestin, AT treatment, MLL CXXC-DNA inh, TSG101-PTAP inh, TCR activator
COc1ccc2nc(N/C(N)=N/C(=S)Nc3cccc(C)c3)nc(C)c2c1
 : 19%, ?, -2%, 30%, 3, -0.3%, -2%, -3%, 0%, -1%[46.1 µM]
Brc1ccc(-n2cc(-c3ccccc3)c3c(NN4CCOCC4)ncnc32)cc1
 : 7%, -2%, -20%, -36%, 0, -0.3%, -3%, 17%, -5%, -7%[46.1 µM]
COc1ccc(NC(=O)N2CCn3c2nc2ccccc23)cc1
 : -5%, 2%, -2%, -66%, 1, -1.0%, 1%, -1%, -8%, 0%
Cc1cc(=O)oc2cc(Oc3ccc([N+](=O)[O-])cc3C(F)(F)F)ccc12
 : 13%, ., ., -29%, ., ., ., ., -13%, 2%
O=C1CN(c2ccccc2)C(=S)N1C(=O)c1ccc(Br)cc1
 : -37%, ?, -2%, 3.2µM*, 2, -0.1%, -1%, -9%, 1%, 0%
Cc1cccc(NC(=O)[C@H](Cc2c[nH]c3ccccc23)NC(=O)[C@@H]2Cc3ccccc3CN2)c1
 : -9%, ?, ., 59%, 1, 0.1%, -9%, ?, 1%, -1%
C=CCN=C1N[C@@H](c2ccccc2)C(C(=O)OC)=C(C)N1CC
 : -11%, 0%, 11%, -4%, 1&3, 0.0%&5.3%, -3%&5%, -6%&-1%, 0%, 8%
Cc1nc2ccccc2nc1N1CCCC1
 : -14%, ?, 5%, 19%, 5, 0.7%, -2%, -5%, -1%, 8%
CC1CN(C(=S)Nc2ccccc2)N(c2ccccc2)C1 (centres undefined)
 : -11%, ?, 4%, -14%, 12, -0.3%, 5%, 7%, -5%, -5%
COc1ccc(S(=O)(=O)N2CCN(Cc3c[nH]c4ccccc34)CC2)cc1
 : 18%, -2%, 0%, 6%, ., 2.9%, 16%, 12%, -2%, 11%
CC(CCc1ccccc1)NC(=O)CN1CCc2ccccc2C1 (centres undefined)
 : -7%, 19%, -2%, -1%, 23, 0.4%, 7%, 1%, -5%, -3%
Cc1ccc(N(CC(=O)NC(C)(C)C)C(=O)CCC(=O)Nc2nccs2)cc1C
 : 30%, ?, ., -9%, 3, -0.6%, 7%, 11%, 0%, 4%
CCOC(=O)/C(C#N)=C/C=C1/C=CC=CN1C
 : 4%, ?, 8%, 95%, 1, -1.0%, -15%, 42%[activator], 4%, 5%
COc1ccc(CN(Cc2cccn2C)S(=O)(=O)c2ccc(C)cc2)cc1
 : 15%, -12%, -3%, -7%, 23, -0.8%, 20%, -17%, 0%, 4%
Cc1ccc(S(=O)(=O)Nc2nc(C)c(NC(=O)OCCCl)s2)cc1
 : -14%, 2%, -6%, -17%, -4, -0.3%, -2%, -4%, -1%, 2%
COc1ccc(NC(=O)COc2cccc3c2CCNC3=O)cc1
 : 1%, 28%, -3%, -29%, -2, -0.1%, 5%, ., -1%, 3%
Cc1c(C(=O)Nc2ccc(S(N)(=O)=O)cc2)oc2ccc(Cl)cc12
 : 5%, ?, 15%, -4%, 17, 0.0%, -1%, -6%, -4%, 1%
CCCCc1nc(SCC(=O)N2CCCCC2)c2c(=O)n(C)c(=O)n(C)c2n1
 : 6%, ?, -2%, -10%, 2, -0.5%, -2%, ., -3%, 0%
CCCn1c(N)c(C(=O)CSc2nc3ccccc3n2CCC#N)c(=O)n(C)c1=O
 : 9%, 0%, -9%, -30%, -1, 3.0%, 2%, 6%, 2%, -2%
COc1ccc(C(=O)CSc2nn3c(=O)c(C(C)(C)C)nnc3s2)cc1
 : -32%, ?, ?, -58%, -2, 0.1%, -1%, 0%, -8%, 6%
O=C(N/C(=C\c1ccc(O)cc1)C(=O)N1CCCCC1)c1ccccc1
 : -26%, ?, -3%, -2%, 0, -0.5%, 2%, 2%, -5%, 6%
Cc1c(C(=O)NCCSCc2c(F)cccc2Cl)cnn1-c1ccc(Cl)cc1
 : -36%, ?, 1%, -62%, 8, -0.5%, -1%, -23%, -1%, -4%
COc1ccccc1OCc1ccc(C(=O)NCC2CCCO2)cc1 (centres undefined)
 : 6%, 7%, -12%, 31%, 1, 0.4%, 4%, ., -6%, 7%
CCCNC(=O)CCc1c(C)nc2nc(-c3cc(OC)cc(OC)c3)nn2c1C
 : -7%, ?, -6%, -2%&14%, -2, -1.1%, -1%, 0%, -10%, .
CC(=O)Nc1ccc(S(=O)(=O)Nc2ccc3c(c2)n(C)c(=O)n3C)c(C)c1
 : ?, ?, -7%, -40%, 1, -0.5%, -3%, 1%, -1%, -3%
COC(=O)/C(=C\C(=O)c1ccc([N+](=O)[O-])cc1)Nc1ccc(OC)cc1
 : 5%, 0%, 5%, 5%, 1, -0.5%, 1%, 2%, 0%, 5%
Nc1c(C=C2C=CC(=O)C=C2)c(=O)nc2snc(SCc3ccccc3)n12
 : 0%, ?, 8%, ?, 10, -0.9%, -6%, 4%, -4%, -1%
COc1ccc(CNC(=O)[C@@H]2CC=C[C@@H]3CCN(C4CC4)C(=O)[C@@H]32)cc1
 : -4%, ., ., 0%, ., ., ., ., -5%, 0%
CCOc1ncccc1C(=O)OCC(=O)Nc1ccc(C(N)=O)cc1
 : -24%, 1%, -2%, 13%, 0, -0.3%, 5%, -5%, -2%, -1%
CC1CCCC(NC(=O)CCNC(=O)c2ccc(Cl)cc2)C1C (centres undefined)
 : 17%, -1%, -1%, -18%, -6, -0.5%, 13%, ., 0%, 11%
Cc1cc2c(NC3CCCCC3)ncnc2s1
 : -42%[inhibitor], -24%, 1%, -31%, ?, 0.2%, 12%, -20%, -2%, 4%
Cc1nn(-c2ccccc2)c(C)c1C(=O)NCc1cccs1
 : 9%, 11%, 5%, 32%, 0, -0.4%, 1%, -22%, 0%, 1%[46.1 µM]
O=C1CCC(=O)N(O)CCCCCNC(=O)CCC(=O)N(O)CCCCNC(=O)CCC(=O)N(O)CCCCCN1
 : 1%, -7%, -1%, 36%, -3, 0.4%, 8%, 8%, -2%, 4%
CCCCn1c(SCC(N)=O)nc2c(sc3ccccc32)c1=O
 : -32%, ?, -1%, 0%[1.84 µM], 11, 0.0%, 0%, -5%, -1%, 13%
Cc1ccc(C)n1CCN1CCN(S(=O)(=O)c2ccc(F)cc2F)CC1
 : -42%, 23%, 9%, 5%, 1, -0.7%, 4%, 1%, 0%, 2%
Cc1ccc(C(=O)NCCc2ccc(F)cc2)s1
 : 7%, ?, -6%, ?, ?, 0.3%, -2%, -6%, -1%, 8%
O=C(NC1CCCCCC1)C1CCC(CNS(=O)(=O)c2ccc(Br)s2)CC1 (centres undefined)
 : 8%, 1%, -5%, -4%, 5, 2.4%, 11%, 9%, 1%, 3%
O=C1CCC[C@@H]2C[C@@]3(C[C@@H]4CCN1[C@H]24)Nc1cc(Cl)c(Cl)cc1NC3=NCc1ccccc1
 : 6%, ., ., -15%, ., ., ., ., -3%, -32%
NC(=O)C1CCN(CC(O)COCc2ccccc2Cl)CC1 (centres undefined)
 : 10%, -1%, 0%, 0%, 3, -0.3%, 5%, -2%, -4%, 4%
CSC1=NC2(CCCCC2)CC12C=CC(=O)C=C2
 : -2%, ?, 20%, -9%, 4, -0.1%, 4%, 10%, -4%, -10%
O=C(Nc1ccccc1C(=O)NCCCN1CCOCC1)c1ccc(F)cc1
 : ?, 7%, 1%, 8%, 3, -0.6%, 1%, 24%, -8%, -1%
CC1(C)N(O)CC(c2cccs2)=[N+]1[O-]
 : -20%, -4%, 19%, 4%, -3, -0.1%, -3%, 0%, -4%, 2%
CCOC(=O)c1sc(NS(=O)(=O)c2ccccc2)nc1C
 : 15%, 3%, 0%, -2%, -7, 0.3%, 5%, -12%, -2%, 3%
O=C(c1ccc2c(c1)OCO2)N1CCN(c2ccc(Cl)cc2)CC1
 : 1%, ?, -1%, -26%, 8, -0.8%, 4%, -8%, -4%, 0%
CC(=O)c1c(C(C)=O)c(C)n(-c2ccc(N)cc2)c1C
 : 12%, -10%, 1%, -3%, 0, -0.1%, 7%, 1%, -3%, -3%
CC(C)CN1C(=O)/C(=C/c2ccco2)NC1=S
 : 2%, 8%, 6%, 9%, -2, -0.3%, -1%, -4%, 0%, -1%[46.1 µM]
O=C(CCn1c(=O)sc2ccccc21)NCc1cccs1
 : -8%, 8%, 0%, 20%, 8, 5.6%, -3%, -4%, -2%, 4%[46.1 µM]

Screens from PubChem.
